Source: PubChem BioAssay (several laboratories)
Mtb FBA inh: Mtb fructose-bisphosphate aldolase inhibition. P9WQA3. purified M. tuberculosis FBA, fluorescence read-out. inhibition, % at 1 µM. 360,000 compounds, 2.3% hits. AID 588726; in the data active = inhibition above about 27%;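 note: 0% = vehicle and 100% = reference inhibitor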
Target sequence (P9WQA3 whole entry, looked up): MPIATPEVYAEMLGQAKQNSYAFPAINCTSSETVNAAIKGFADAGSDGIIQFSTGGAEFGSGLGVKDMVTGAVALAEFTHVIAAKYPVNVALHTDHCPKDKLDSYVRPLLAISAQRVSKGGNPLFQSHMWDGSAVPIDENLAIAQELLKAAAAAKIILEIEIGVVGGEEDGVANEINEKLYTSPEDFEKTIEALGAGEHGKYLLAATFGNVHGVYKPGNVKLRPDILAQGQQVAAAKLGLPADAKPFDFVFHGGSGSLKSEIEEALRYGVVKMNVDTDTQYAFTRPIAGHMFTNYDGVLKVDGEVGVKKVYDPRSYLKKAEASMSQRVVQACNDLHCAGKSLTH
FadD28 FP inh: M. tuberculosis FadD28 bisubstrate binding inhibition. FadD28 bisubstrate probe binding, fluorescence polarization. 360,000 compounds, 0.22% hits. inhibition, % at 12.5 µM. AID 588549; in the data active = inhibition above about 8.5%, passing the limit was not always enough; inconclusive = no clear call, values can overlap the other calls
BoNT A protease: inhibitors of Botulinum neurotoxin A light chain protease; multiplex microsphere protease substrate cleavage, flow cytometry; inhibition, % at 10 µM; 360,000 compounds, 0.17% hits; in the data active = inhibition above about 30%; inconclusive = no clear call, values can overlap the other calls; note: plate controls were buffer without enzyme for full effect and enzyme alone for no effect
GDH-TPI counter: GDH-TPI coupled enzyme inhibition counter-screen; GDH-TPI coupled enzyme counterscreen, NADH absorbance; inhibition, % at 4.8 µM; 360,000 compounds, 1.2% hits;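 note: 0% = DMSO wells and 100% = wells lacking the enzyme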
BoNT-F LC inh: BoNT F light chain protease inhibition; inhibition, % at 10 µM; Multiplex microsphere protease cleavage assay, flow cytometry; 360,000 compounds, 0.22% hits; in the data active = inhibition above about 35%, passing the limit was not always enough; inconclusive = no clear call, values can overlap the other calls; note: plate controls were buffer without enzyme for full effect and enzyme alone for no effect
CCHFV vOTU inh: CCHFV vOTU protease inhibition. Pep-AMC fluorescence. inhibition, % at 11.5 µM. 370,000 compounds, 0.55% hits. AID 651958; note: 0% = vehicle wells with enzyme and 100% = no enzyme wells
UGM FP inh: blocks M. tuberculosis UGM enzyme; purified UGM, fluorescence polarization probe displacement; inhibition, % at 10 µM; 320,000 compounds, 0.06% hits; AID 504406; in the data active = inhibition above about 10%, passing the limit was not always enough; inconclusive = no clear call, values can overlap the other calls
Target sequence (P9WIQ1 whole entry, looked up): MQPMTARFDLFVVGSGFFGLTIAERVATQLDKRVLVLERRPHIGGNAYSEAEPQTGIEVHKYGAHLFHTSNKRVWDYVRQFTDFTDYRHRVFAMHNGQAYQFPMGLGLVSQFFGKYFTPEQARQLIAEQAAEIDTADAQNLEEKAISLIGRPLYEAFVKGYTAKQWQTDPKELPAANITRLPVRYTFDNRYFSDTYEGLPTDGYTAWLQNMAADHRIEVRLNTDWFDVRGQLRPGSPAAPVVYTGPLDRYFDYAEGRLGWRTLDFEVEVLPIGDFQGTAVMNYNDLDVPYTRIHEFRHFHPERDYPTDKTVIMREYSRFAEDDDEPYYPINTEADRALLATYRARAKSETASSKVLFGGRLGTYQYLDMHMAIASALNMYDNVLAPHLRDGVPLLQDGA
BioA inh: BioA (M. tuberculosis) enzyme inhibition; purified M. tuberculosis BioA enzyme, plate reader; inhibition, % at 9.99 µM; 360,000 compounds, 0.096% hits; AID 602481; in the data active = inhibition above about 40%; inconclusive = no clear call, values can overlap the other calls
PrPC TRFRET: reduces human prion protein on the cell surface | AID 720596 | inhibition, % at 13.8 µM | 370,000 compounds, 0.43% hits | cell surface PrPC, TR-FRET read-out | P04156; in the data active = inhibition above about 24%; note: 0% = median of the test wells and 100% = reference compound wells
* marks the source's active call; other numbers are inactive results; ? = inconclusive; · = no result given; & = joins results of further samples. Cut-off read from the data, not from the text of the source, unless noted: active = inhibition above about 30%; inactive = the rest.

SMILES	Mtb FBA inh	FadD28 FP inh	BoNT A protease	GDH-TPI counter	BoNT-F LC inh	CCHFV vOTU inh	UGM FP inh	BioA inh	PrPC TRFRET
Cc1ccccc1C1NC(=S)NC2=C1C(=O)CCC2 (stereo not drawn)	1	-0.5	-1.5	13	-5	2	-1.6	·	7
O=C(NCC1CCCO1)c1ccc(NC(=O)c2cc(F)c(F)cc2Cl)cc1 (stereo not drawn)	-5	-1.5	-3.9	12	-22	-12	-1.4	-2.7	6
Cc1ccc(F)cc1NC(=O)CCc1c(C)nn(-c2ccc(N3CCCCC3)nn2)c1C	2	-1.8	-0.4	-2	7	-4	-0.5	0.2	0
O=C(CCSc1ccc(Br)cc1)Nc1cccnc1	0	-2.9	-0.3	2	-2	3	0.4	·	-1
CCC(C)n1c(SCC(=O)Nc2cc(C)on2)nc2ccccc2c1=O (stereo not drawn)	4	-8.6	-0.5	2	-23	6	-2.8	2.4	4
Cc1c(C(=O)N/N=C/c2ccoc2)cccc1[N+](=O)[O-]	3	-0.9	0.1	-10	-5	6	0.7	3.1	3
COc1cccc(NC(=O)N2CCCC2C(=O)Nc2ccc3c(c2)OCCO3)c1 (stereo not drawn)	-2	-0.6	-0.6	7	-2	-3	1.1	·	-2
Cc1onc(-c2ccccc2Cl)c1C(=O)N1CCN(c2ncccn2)CC1	6	-1.7	0.0	2	3	-7	1.7	·	1
COc1ccc(C(=O)OCC(=O)Nc2c(C)cccc2C)c(OC)c1OC	2	-1.2	-0.8	3	-20	-3	-0.5	-3.0	-9
NC(=S)Nc1c(Cl)cccc1Cl	1	0.6	?	-4	?	9	5.1	·	4
COC(=O)CSc1nnc2n1C(C)(C)Cc1ccccc1-2	-3	-0.9	-1.1	-1	3	-1	-1.4	2.1	-5
O=c1cc(CN2CCN(c3ccccc3F)CC2)c2ccccc2o1	2	0.3	0.3	·	0	5	·	-1.7	10
COc1ccc(-c2nc(NCCCN(C)C)c3ccccc3n2)cc1	-1	-1.5	-1.7	21	-17	3	2.4	0.0	-12
CCOC(=O)c1ccc(NS(=O)(=O)c2ccc3c(c2)n(C)c(=O)n3C)cc1	5	-4.9	-0.4	-5	19	10	6.5	-0.7	3
O=C(O)c1cnn(-c2nc(-c3cccc(F)c3)cs2)c1C(F)(F)F	8	-4.9	-1.2	3	-9	-7	3.5	·	7
Cc1ccccc1N1CC(=O)N(c2ccccc2C)CC1=O	1	0.7	-1.0	8	-10	16	-1.0	-5.9	-1
CCCCC(=O)Nc1ccccc1C(=O)N1CCOCC1	5	1.0	0.2	0	?	-8	1.0	-0.6	-3
N#CCn1cnc2sc(-c3ccccc3)cc2c1=O	-1	-4.0	-1.2	19	-11	22	0.9	·	-3
COc1ccc(-c2cc3c(o2)CCCC3OCCN2CCOCC2)cc1 (stereo not drawn)	·	·	-0.3	·	4	-13	·	·	4
CC(CC(=O)Nc1ccc(F)cc1F)S(=O)(=O)c1ccc2c(c1)NC(=O)CO2 (stereo not drawn)	1	-1.7	-0.5	8	0	11	-1.0	-0.6	-3
CN(Cc1ccc(Cl)cc1)C(=O)COC(=O)c1ccc(-c2ccc(O)cc2)cc1	5	-3.1	0.1	-2	1	8	0.5	0.2	4
O=C(CSc1nc2ccccc2o1)NCC1CCCO1 (stereo not drawn)	0	0.6	-2.9	4	-15	25	4.0	-1.2	2
OC1(C#CCN2CCOCC2)CCCCC1	-1	-1.4	0.2	7	3	0	-3.8	·	4
COc1ccc(NC(=O)Cc2nc3ccccc3[nH]2)cc1	4	-1.6	-1.2	0	7	5	-0.9	-1.3	-2
COc1ccc(CN2CCOCCOCCOCCOCCOCC2)cc1	1	-2.5	0.6	5	?	-19	-0.9	·	6
Clc1ccc(CNC2CCCC2)c(Cl)c1	0	-0.2	0.7	9	-5	1	1.3	-0.3	1
Cc1cccc(-n2c(CCc3ccccc3)nnc2SCC(=O)c2ccccc2)c1	-2	0.2	0.2	4	-10	11	-0.9	5.0	-6
CN(C)CCn1cnc2c1c(=O)[nH]c(=O)n2Cc1ccccc1	9	1.6	1.1	16	-9	-4	2.2	-3.9	2
CCCn1c(N)c(N(CCOC)C(=O)CSc2cc(C)c3cccc(C)c3n2)c(=O)[nH]c1=O	1	-2.0	0.5	5	-2	19	1.7	-1.2	0
O=C(CN1C(=O)C2C3C=CC(C3)C2C1=O)Nc1ccc(F)cc1 (stereo not drawn)	0	0.7	-0.1	5	-1	4	-2.6	·	6

Just PrPC TRFRET and Mtb FBA inh, for 5 of the compounds above:
| molecule | PrPC TRFRET | Mtb FBA inh |
| --- | --- | --- |
| Clc1ccc(CNC2CCCC2)c(Cl)c1 | 1 | 0 |
| Cc1cccc(-n2c(CCc3ccccc3)nnc2SCC(=O)c2ccccc2)c1 | -6 | -2 |
| CN(C)CCn1cnc2c1c(=O)[nH]c(=O)n2Cc1ccccc1 | 2 | 9 |
| CCCn1c(N)c(N(CCOC)C(=O)CSc2cc(C)c3cccc(C)c3n2)c(=O)[nH]c1=O | 0 | 1 |
| O=C(CN1C(=O)C2C3C=CC(C3)C2C1=O)Nc1ccc(F)cc1 (stereo not drawn) | 6 | 0 |

(continued)
SMILES	Mtb FBA inh	FadD28 FP inh	BoNT A protease	GDH-TPI counter	BoNT-F LC inh	CCHFV vOTU inh	UGM FP inh	BioA inh	PrPC TRFRET
CCSc1nnc(NC(=O)c2cccc3ccccc23)s1	0	-0.8	-0.8	12	-4	5	1.0	-0.3	-2
O=C(NCC1CCCO1)C(C(=O)c1ccccc1)n1cc(Cl)ccc1=O (stereo not drawn)	2	-2.3	1.3	8	2	-10	1.7	-0.7	-1
C[C@H](CO)N1C[C@H](C)[C@@H](CN(C)S(=O)(=O)c2ccccc2)Oc2c(NC(=O)C3CCCCC3)cccc2C1=O	3	0.4	0.4	8	-7	-1	-3.3	-0.9&-1.6	0
CC(C)OCCCNS(=O)(=O)c1ccc2ccccc2c1	-1	-4.4	0.1	-5	2	-3	1.5	0.3	-4
COc1ccc(CNC(=O)/C(C)=C\C(=O)O)cc1	-4	-6.8	0.4	4	-1	-7	1.7	·	-3
O=C(CN1CCN(Cc2ccccc2)C1=O)NCCCN1CCOCC1	-3	-0.5	0.1	-8	-1	-6	1.2	0.3	0
CCOC(=O)[C@@H]1[C@H]2COc3ccccc3[C@@H]2N2C(=O)N(c3cccc(F)c3)C(=O)[C@]12C	1	-0.6	-0.1	4	10	1	3.3	0.5	3
CC1(NC(=O)N2CCCCC2)CCS(=O)(=O)C1 (stereo not drawn)	-1	0.4	2.5	8	3	-3	-1.8	-3.0	0
CN(C)C(CNC(=O)c1cccc(C#N)c1)c1ccco1 (stereo not drawn)	0	-1.9	0.0	2	-11	4	2.4	-0.9	-5
C#CCn1c(O)c(N=NC(=O)CNC(=O)/C=C/c2ccccc2)c2ccccc21	-7	-0.7	0.4	14	2	10	-0.5	0.8	-20
CCOC(=O)N1CCN(S(=O)(=O)c2ccc(OC)c(C(=O)N3CCCCC3)c2)CC1	0	-2.9	-0.1	-5	2	0	3.1	-0.2	3
O=C(CN(Cc1ccc(Br)cc1)S(=O)(=O)c1ccccc1)NCc1ccncc1	3	-3.6	-2.9	12	-6	-4	-0.7	1.3	-2
COc1ccc(OC)c(C(C)NC=O)c1 (stereo not drawn)	-4	-2.6	-0.9	-7	-7	11	1.7	-0.2	10
COc1ccccc1C(=O)Nc1nnc([C@H]2C[C@H](O)[C@@H](CO)O2)s1	2	0.2	-1.2	7	-13	5	·	-1.6	-8
CC(C)CCOP(=O)(c1ccc(N(C)C)cc1)C(O)c1ccc(Cl)cc1Cl (stereo not drawn)	-1	-0.6	1.8	16	13	41*	-2.5	·	3
CN1CCN(c2ncnc3c2ncn3[C@H]2CN(Cc3ccc(Cl)cc3)C[C@@H](CO)O2)CC1	2	-0.6	-0.2	12	-1	-9	·	-0.3	4
O=C(NCc1cccc(F)c1)C1CCC(=O)N(CC2CCCCC2)C1 (stereo not drawn)	-1	0.5	-1.3	4	-4	-5	-2.1	1.1	4
COc1ccc(CC(=O)Nc2ccc(/C(C)=N/NC(=O)c3cccc([N+](=O)[O-])c3)cc2)cc1	-1	-0.6	-2.2	15	-33	3	1.0	-0.1	-10
CC(=O)Nc1ccc(OCC(O)Cn2c3ccccc3c3ccccc32)cc1 (stereo not drawn)	0	-0.5	0.4	1	2	2	-0.4	·	7
CCCn1c(O)c(N=NC(=O)c2cccnc2)c2cc(Br)ccc21	-2	-2.5	1.2	21	6	4	-1.6	-0.6	-11
CCOc1cc(-c2noc(CCCC(N)=O)n2)cc(Br)c1OC	3	-2.8	-0.2	-13	-1	-13	1.7	-0.3	2
Cc1cccc(COc2ccc(/C=N/NC(=O)c3nnn(-c4nonc4N)c3CN3CCCCC3)cc2)c1	-6	-3.2	-1.4	-13	1	11	-2.4	-0.9	5
O=C1NC[C@H](CCCCN2C[C@H](Cc3ccccc3)N(CCC3CCCCC3)C(=O)C2=O)N(Cc2ccccc2)C1=O	·	·	-0.7	·	-3	11	·	·	5
C[C@@H]1CCCCO[C@@H](CN(C)C(=O)c2ccccc2)[C@@H](C)CN([C@H](C)CO)C(=O)c2cc(N(C)C)ccc2O1	-2	-4.4	0.1	-6	0	-1	·	-0.6&-0.3&-0.4	-2
Cc1cc2sc3nc(=O)n(-c4ccccc4)c(=O)n3c2cc1C	-4	-4.2	?	-4	?	-10	-3.2	·	0
O=C(CSc1nnc(-c2ccccc2)n1Cc1ccccc1)N1CCOCC1	-1	0.5	0.6	0	0	-12	-0.7	·	3
CC1CC(C)CN(C(=O)C2CCCN(c3ncnc4c3nc3n4CCCCC3)C2)C1 (stereo not drawn)	1	-1.4	-6.4	-1	-20	-1	-0.5	·	10
COc1cccc(-c2csc3nnc(SCC(=O)c4ccc(NC(C)=O)cc4)n23)c1	-8	-2.2	0.6	-3	5	·	2.4	·	·
COc1ccc(Cc2nnc(SCC(=O)Nc3ccc(C)c(Cl)c3)[nH]c2=O)cc1	2	0.4	-1.4	5	0	8	-2.4	1.1	-2
O=C(Nc1ccc(Cl)cc1C(=O)c1ccccc1)c1ccccc1	2	-2.5	-0.3	8	-4	17	1.5	-0.5	-17
CCOc1ccc2[nH]c(=O)c(CN(CCO)C(=O)CC)cc2c1	12	-3.1	-0.6	6	-7	-22	-0.5	8.5	3
CCOC(=O)c1c(C)[nH]c(C(=O)N2CCc3cc(OC)c(OC)cc3C2)c1C	3	-2.4	·	4	·	-9	1.5	4.8	4
CCSc1nc(O)c(Cc2ccccc2)c(=O)[nH]1	1	-0.2	-0.3	1	-3	1	1.1	-0.1	5
CCOC(=O)N1CCN(C(=O)CCS(=O)(=O)c2ccc3c(c2)CC(C)N3C(=O)CC)CC1 (stereo not drawn)	-2	-0.5	-0.3	1	3	-2	0.8	-1.5	6
CCN(c1ccc(NC(=O)CSc2ccc3c(c2)OCCO3)cc1)C(C)C	1	47*	-0.3	8	-2	3	-4.8	-0.8	-4
O=C(Nc1ccccc1-c1nc2ccccc2s1)c1ccco1	1	-0.3	-0.1	13	-5	9	2.6	-5.5	-1
COc1ccc([C@H]2/C=C\CN(C(=O)c3ccccc3)[C@@H](C)C(=O)N2Cc2ccc(F)cc2)cc1	-2	-4.4	-0.1	1	5	13	1.6	0.4	5
Cc1ccc(C(NC(=O)NCCCN2CCOCC2)=C(Cl)Cl)cc1F	-1	-0.1	0.3	-1	-4	-3	-0.3	2.4	0
Cc1cc(C)cc(NC(=O)Cn2nnc(C(=O)NCc3ccco3)c2N)c1	2	-1.7	-1.6	7	-7	14	1.0	-0.6	3
Cc1onc(-c2c(F)cccc2Cl)c1C(=O)Nc1ccc(S(=O)(=O)Nc2ncccn2)cc1	4	1.1	-0.1	-7	0	5	·	-1.0	8
CCCCCCCCNCCS(=O)(=O)NN1CCOCC1	-1	-2.4	-0.6	9	-5	-2	·	0.8	2
Cc1nnc(N)s1	1	0.3	-0.8	5	-3	5	-1.9	·	-6
O=C(CC1(CC(=O)N2CCOCC2)CCCC1)Nc1ccc(F)cc1	-3	-4.6	0.1	-8	-10	7	-0.7	0.8	-1
O=C(Cn1cnc2c(oc3ccccc32)c1=O)NCc1ccccc1	3	0.6	-0.8	-3	-2	5	-0.3	-0.3	-7
